Screening data as filed in PubChem.
Yeast life ext = yeast lifespan extension; S. cerevisiae growth with nicotinamide, OD615; deaD strain in restrictive glucose medium; inhibition of the nicotinamide effect, % at 10 µM; 130,000 compounds, 0.68% hits;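 active means inhibition above a set limit, placed 3 SD over the median of all compounds, cut at about 26% in these data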;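 further: 0% = nicotinamide-treated wells and 100% = cells grown without nicotinamide; some compounds called inactive have numbers as strong as hits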
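Assay system: engineered S. cerevisiae DeaD replicative-lifespan strain, galactose-grown log-phase cells; Buffer or medium: CSMM-D glucose medium, restrictive; Probe or stimulus: nicotinamide 1.5 mM; Compound: single dose 10 µM compound, 0.25% DMSO; Schedule: 4 h preincubation then 48 h treatment at 30 °C; Technique: OD615 measurement.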
Yeast growth inh = chemicals that inhibit yeast BB579 growth in restrictive medium (lifespan-shortening candidates). S. cerevisiae BB579 growth, OD615, 48 h. 140,000 compounds, 0.51% hits. AID 804. inhibition, % at 10 µM;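 active means inhibition above a set limit, 3 SD over the mean compound inhibition, cut at about 44% in these data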; further: inactives centre near -24
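Assay system – yeast BB579 (DeaD) · Dosing – single compound dose of 10 µM, 0.25% DMSO final · Detection – OD615 turbidity measurement · Buffer or medium – CSMM-D restrictive synthetic medium containing dextrose (glucose) · Benchmarks – positive control amphotericin B 10 µg/mL · Incubation – 48 h exposure, 30 °C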
GALR2 blocker = GALR2 (human) receptor antagonism; 140,000 compounds, 0.39% hits; inhibition, % at 4 µM; GALR2-expressing cells, antagonist mode; O43603; AID 828; in the data active means inhibition above about 27%;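 further: cells stimulated with galanin 1-16 at roughly its EC80; 0% = agonist challenge control and 100% = basal control without agonist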
Target sequence (O43603 whole entry, looked up): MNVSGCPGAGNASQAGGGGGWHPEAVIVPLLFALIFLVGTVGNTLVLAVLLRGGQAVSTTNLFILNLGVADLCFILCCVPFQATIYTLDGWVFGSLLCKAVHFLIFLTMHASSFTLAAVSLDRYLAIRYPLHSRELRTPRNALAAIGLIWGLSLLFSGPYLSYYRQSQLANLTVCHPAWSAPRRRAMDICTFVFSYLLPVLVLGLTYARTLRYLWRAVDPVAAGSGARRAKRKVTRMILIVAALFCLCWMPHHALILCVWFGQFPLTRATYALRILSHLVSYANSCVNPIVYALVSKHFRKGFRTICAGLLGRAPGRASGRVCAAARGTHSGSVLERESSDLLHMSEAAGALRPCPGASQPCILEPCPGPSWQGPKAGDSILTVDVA
Phagocytosis inh = blocks phagocytosis by macrophages | inhibition, % at 5 µM | J774A.1 macrophage IgG-bead phagocytosis, imaging | 110,000 compounds, 0.07% hits;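 active means inhibition above the mean of the plate negative controls plus 5 SD, cut at about 13% in these data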;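 further: phagocytic index as fraction of beads internalized from green versus red external bead signal; plate controls were DMSO negative control for no effect and cytochalasin-D positive control for full effect; some results beyond the cut were filed as inactive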
MRP-1 activ = activates MRP-1. H69AR cells + doxorubicin, viability rescue, CellTiter-Glo. viability increase, % at 10 µM. 140,000 compounds, 0.61% hits;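 active means viability gain under doxorubicin at or above a set limit, the compound median plus 3 SD, cut at about 4.7% in these data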;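 further: MRP-1 overexpressing cells given doxorubicin 25 µM after compound pretreatment; 18-22 h compound pretreatment then 72 h with doxorubicin before readout; 0% = doxorubicin-only wells and 100% = vehicle-treated cells without doxorubicin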
E-sel TNF inh = blocks E-selectin expression induced by TNF alpha; 120,000 compounds, 0.71% hits; HUVEC TNFa-induced E-selectin immunofluorescence, high content; inhibition, % at 2 µM;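 active means inhibition above the batch mean plus 3 SD, and confirmed as a hit on visual image review, cut at about 43% in these data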;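 further: 0% = TNF-stimulated DMSO wells and 100% = unstimulated control wells; not every result past the cut was called active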
PTEN del growth = suppresses growth of cells with PTEN deletion. HCT116 PTEN-null viability, CellTiter-Glo, 60 h; stronger effect = lower value. viability, % at 10 µM. 140,000 compounds, 1.2% hits;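 active means viability at or below a set limit, 4 SD under the median of all tested compounds, cut at about 3.7% in these data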;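 further: PTEN knockout HCT116 line with beta catenin targeted HCT116 as companion control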
bCat KO growth = beta-catenin-lacking colon tumor cell growth suppression | 140,000 compounds, 1.5% hits | HCT116 beta-catenin knockout viability, CellTiter-Glo, 60 h; stronger effect = lower value | viability, % at 10 µM;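 active means viability at or under a set limit, the compound median less 4 SD, cut at about 6% in these data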;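 further: 0% = Hyamine 1622 control at 20 µM and 100% = untreated cell control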
Measles CPE = protection of cells from measles virus. Measles virus-infected cells, CPE protection, absorbance. protection (pct of control), % at 4 µM. 140,000 compounds, 1.5% hits. AID 841; in the data active means protection mostly above about 24%, no sharp cut-off; inactive means mostly below about 26%; further: some compounds called inactive have numbers as strong as hits
NPY-Y2 antag = antagonists of human neuropeptide Y receptor Y2. P49146. NPY-Y2 expressing cells, antagonist mode. inhibition, % at 2.7 µM. 140,000 compounds, 0.99% hits. AID 793; in the data active means inhibition above about 17%;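 further: 0% = vehicle with agonist challenge and 100% = reference antagonist with challenge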
Target sequence (P49146 whole entry, looked up): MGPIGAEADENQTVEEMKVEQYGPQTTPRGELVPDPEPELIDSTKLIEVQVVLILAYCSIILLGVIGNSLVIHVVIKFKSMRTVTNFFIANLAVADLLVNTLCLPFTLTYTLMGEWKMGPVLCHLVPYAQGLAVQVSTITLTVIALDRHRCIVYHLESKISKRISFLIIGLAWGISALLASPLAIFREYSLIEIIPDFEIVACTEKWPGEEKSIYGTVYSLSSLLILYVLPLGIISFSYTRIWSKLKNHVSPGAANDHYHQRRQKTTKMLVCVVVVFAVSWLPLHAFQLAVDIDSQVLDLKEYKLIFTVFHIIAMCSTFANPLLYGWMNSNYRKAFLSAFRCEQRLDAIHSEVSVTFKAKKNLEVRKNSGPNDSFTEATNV
* marks the source's active call; other numbers are inactive results; / = no result given; & = joins results of further samples.

Start of the data: the first 2 records, ahead of the listing:
Every second line gives: Yeast life ext | Yeast growth inh | GALR2 blocker | Phagocytosis inh | MRP-1 activ | E-sel TNF inh | PTEN del growth | bCat KO growth | Measles CPE | NPY-Y2 antag
> CC(=O)c1cccc(NC(=O)c2cc(-c3ccc(C)cc3)on2)c1
 : -8 | -62 | -5 | 1 | 0.5 | -5 | 96 | 103 | 21 | 1
> c1coc(CNc2c3c(nc4ncnn24)CCC3)c1
 : -3 | -21 | -14 | 1 | -1.0 | 2 | 96 | 87 | 12 | 2

The list itself, previewed entries included:
Every second line gives: Yeast life ext | Yeast growth inh | GALR2 blocker | Phagocytosis inh | MRP-1 activ | E-sel TNF inh | PTEN del growth | bCat KO growth | Measles CPE | NPY-Y2 antag
> CC(=O)c1cccc(NC(=O)c2cc(-c3ccc(C)cc3)on2)c1
 : -8 | -62 | -5 | 1 | 0.5 | -5 | 96 | 103 | 21 | 1
> c1coc(CNc2c3c(nc4ncnn24)CCC3)c1
 : -3 | -21 | -14 | 1 | -1.0 | 2 | 96 | 87 | 12 | 2
> CCOC(=O)/C(C#N)=C(\N)C(C)C(=O)Nc1ccccn1 (centres undefined)
 : -13 | -20 | 2 | 0 | -2.8 | 3 | 107 | 101 | 6 | 1
> Cc1ccc2nc(-c3ccccc3O)c(Nc3ccc4c(c3)OCCO4)n2c1
 : 3 | -49 | -4 | -4 | -2.7 | -12 | 75 | 65 | 2 | 5
> O=C(Nc1nc(-c2ccc(F)cc2)cs1)c1cnccn1
 : -6 | -8 | -2 | -4 | -1.9 | / | 79 | 87 | 4 | 3
> CCOc1ccc(-n2c(=O)cc(N3CCN(c4ccc(F)cc4)CC3)[nH]c2=O)cc1
 : -5 | -27 | -2 | -3 | -1.6 | -4 | 87 | 86 | 32 | 0
> O=C(NC(NC1CCS(=O)(=O)C1)C(=O)c1cccs1)c1ccccc1 (centres undefined)
 : 10 | -49 | 7 | / | -1.2 | -7 | 83 | 93 | 16 | 0
> Cc1ccc(O)c(C(=O)c2cnc3onc(-c4ccc(F)cc4)c3c2)c1
 : 5 | -29 | -23 | -3 | -1.7 | / | 85 | 85 | 14 | 3
> COc1ccc(-n2c(O)cnc2Nc2nc(C)cc(C)n2)cc1OC
 : 1 | -28 | -5 | -1 | -1.4 | -22 | 96 | 102 | 7 | -3
> O=C(CSc1nnc(Cc2cccs2)n1-c1ccccc1)NC1CCCCC1
 : -20 | 1 | 6 | 4 | -2.5 | -44 | 85 | 88 | 32 | 2
> O=C(CNC(=O)C1CCCCC1)Nc1ccccc1Cl
 : 2 | -7 | 12 | -8 | -1.5 | / | 95 | 89 | 18 | 1
> COCc1c(Br)c(C)[nH]c(=O)c1C#N
 : / | -22 | -5 | / | 2.7 | -9 | 99 | 106 | 28 | 2
> O=C1/C(=C/c2cccs2)CCc2ccccc21
 : -12 | -3 | -2 | 0 | -1.2 | 0 | 35 | 44 | 6 | 5
> CCCCN(C)C(=O)CCC(=O)NNc1nc2ccccc2c2nc(C)nn12
 : 0 | -9 | 8 | -12 | -1.9 | / | 98 | 96 | 8 | 3
> CSc1nc2ccc(NC(=O)c3nn(C(C)C)c(=O)c4ccccc34)cc2s1
 : -3 | -27 | 7 | -1 | -1.2 | / | 83 | 94 | 10 | 8

Profiles as entered above. Screens in order: Yeast life ext	Yeast growth inh	GALR2 blocker	Phagocytosis inh	MRP-1 activ	E-sel TNF inh	PTEN del growth	bCat KO growth	Measles CPE	NPY-Y2 antag
O=C(Nc1nc(-c2ccc(F)cc2)cs1)c1cnccn1 in the list: -6	-8	-2	-4	-1.9	/	79	87	4	3
Cc1ccc(O)c(C(=O)c2cnc3onc(-c4ccc(F)cc4)c3c2)c1 in the list: 5	-29	-23	-3	-1.7	/	85	85	14	3

Remaining list, next part
Every second line gives: Yeast life ext | Yeast growth inh | GALR2 blocker | Phagocytosis inh | MRP-1 activ | E-sel TNF inh | PTEN del growth | bCat KO growth | Measles CPE | NPY-Y2 antag
> O=C(CSc1nc2ccccc2o1)NCc1ccc2c(c1)OCO2
 : -9 | -23 | 7 | 0 | 0.9 | / | 78 | 74 | 5 | 1
> CCOC(=O)N1CCN(C(=O)/C=C/c2ccc3c(c2)OCO3)CC1
 : 7 | -20 | 4 | -4 | -0.6 | / | 101 | 97 | 14 | 3
> CN(c1ccc(Cl)cc1)c1cc(=O)n(C)c2ccccc12
 : -8 | 23 | 3 | -1 | -4.3 | 12 | 64 | 63 | 3 | 6
> O=C(CSc1nc(O)cc(=O)[nH]1)C1CC1
 : -4 | -59 | 0 | 0 | -0.6 | -32 | 109 | 94 | 45 | 4
> O=S(=O)(c1ccc(Cl)cc1)N1CCN(c2ccc(N3CCOCC3)nn2)CC1
 : -2 | -40 | 0 | -1 | -3.2 | / | 97 | 94 | 8 | 2
> Cc1nn(-c2ccccc2)c(OC(=O)c2cccs2)c1S(=O)(=O)c1ccc([N+](=O)[O-])cc1
 : -1 | -24 | -7 | 0 | -1.5 | 9 | 97 | 96 | 11 | -2
> CCCN1CCN(CCCNC(=O)Cn2nc(-c3ccc(Cl)cc3)ccc2=O)CC1
 : -10 | 18 | -1 | -1 | -0.4 | -13 | 89 | 92 | 4 | 5
> Cc1ccc(CSc2nnc(-c3ccncc3)n2CC2CCCO2)cc1 (centres undefined)
 : 18 | -29 | 15 | / | -2.7 | -7 | 80 | 91 | 20 | 0
> CN1CCN(C(=O)/C(=C/c2ccccc2)c2ccccc2)CC1
 : -10 | -4 | 6 | 0 | -0.7 | -9 | 92&96 | 105 | 4 | -2
> c1csc(-c2noc(COc3ccc4c(c3)CCCC4)n2)c1
 : -18 | -3 | -7 | -2 | 0.5 | 1 | 102 | 91 | 6 | 10
> Cc1ccc2oc(=O)c3cnn(CC(=O)NC4CCCCC4C)c3c2c1 (centres undefined)
 : -7 | -12 | 9 | 0 | -1.9 | -15 | 93 | 85 | 3 | 4
> Cc1cc(C(=O)COC(=O)CCC(=O)c2ccc3c(c2)OCCO3)c(C)n1Cc1ccco1
 : 0 | -52 | -14 | 0 | -1.1 | / | 91 | 85 | 3 | 11
> CCCOc1ccc(C(=O)NCCC(=O)NCCCC(=O)OCC)cc1
 : -8 | -22 | -6 | -1 | -0.6 | / | 104 | 96 | 9 | -1
> O=C(NCc1ccc(Cl)cc1)c1cccc(NC(=O)c2ccccc2)c1
 : -6 | -28 | 5 | / | 1.8 | -21 | 63 | 64 | 19 | 2
> CCOC(=O)c1ccccc1NC(=O)CC1SC(=NC)N(C)C1=O (centres undefined)
 : -7 | -29 | 4 | 0 | -3.4 | -25 | 87 | 94 | 14 | 9

Results in Yeast life ext, for four of the compounds above:
SMILES	Yeast life ext
O=C(CSc1nc(O)cc(=O)[nH]1)C1CC1	-4
O=C(CSc1nc2ccccc2o1)NCc1ccc2c(c1)OCO2	-9
O=C(NCc1ccc(Cl)cc1)c1cccc(NC(=O)c2ccccc2)c1	-6
c1csc(-c2noc(COc3ccc4c(c3)CCCC4)n2)c1	-18

Next results follow.
Every second line gives: Yeast life ext | Yeast growth inh | GALR2 blocker | Phagocytosis inh | MRP-1 activ | E-sel TNF inh | PTEN del growth | bCat KO growth | Measles CPE | NPY-Y2 antag
> C=CCNC(=S)Nc1cc(S(=O)(=O)N2CCOCC2)ccc1-n1cncn1
 : 1 | 14 | -4 | 7 | -1.9 | / | 106 | 96 | 10 | 2
> CS(=O)(=O)N(CC(=O)NCc1ccncc1)c1cc(Cl)cc(Cl)c1
 : -13 | 10 | -3 | -2 | -0.4 | / | 77 | 91 | 2 | 2
> CCCn1c(SCC(=O)N2CCc3ccccc32)nnc1-c1ccco1
 : -3 | -2 | -5 | -1 | -2.8 | / | 96 | 89 | 7 | 0
> Cc1cc(C)nc(N(C#N)C(C)C(=O)N(C)C)n1 (centres undefined)
 : -2 | -33 | -13 | -5 | -2.7 | -23 | 93 | 88 | 7 | 1
> COc1ccc(NC(=O)CC2C(=O)N(C)C(=S)N2Cc2cccs2)cc1 (centres undefined)
 : 3 | -37 | 6 | / | -3.5 | / | 95 | 92 | 5 | 0
> CCNc1ccc(C(=O)N/N=C/c2c(C)nn(-c3ccccc3)c2N2CCCC2)cc1[N+](=O)[O-]
 : 1 | -20 | 7 | -8 | -2.4 | / | 68 | 70 | 2 | 1
> COc1ccc2c(=O)c3c(=O)n(Cc4ccco4)c(-c4ccc(C)cc4)nc3oc2c1
 : 47* | -38 | -19 | -2 | -4.0 | / | 94 | 93 | 3 | 0
> CCOCCCNC(=O)CCNS(=O)(=O)c1ccc(C)cc1
 : -2 | 0 | 12 | 0 | -0.6 | 2 | 114 | 104 | 16 | 2
> CCOC(=O)COc1ccc2c(c1)C(=O)CC(C)(C)O2
 : -16 | -26 | 9 | 0 | -1.7 | -23 | 100 | 100 | 23 | 1
> O=C(N/N=C/C=C/c1ccc(Br)cc1)C(O)c1ccccc1 (centres undefined)
 : 3 | -23 | 18 | -4 | -1.9 | / | 87 | 84 | 34 | 1
> Cc1nn(-c2ccccc2)c(C)c1C(=O)OCC(=O)NC(=O)NC1CCCCC1
 : -19 | -29 | 5 | / | -1.2 | 19 | 71 | 68 | 4 | 4
> Cc1sc2ncnc(Nc3ccccc3)c2c1C
 : -23 | -30 | -13 | 0 | -1.6 | / | 91 | 97 | 7 | 4
> CCCC(=O)Nc1nc2nc(-c3ccccc3)cc(-c3ccccc3)n2n1
 : -10 | -44 | 14 | / | 0.3 | 20 | 119 | 96 | 3 | 4
> CC(=O)Nc1ccc(S(=O)(=O)N(CC(=O)O)Cc2ccccc2)cc1
 : -19 | -18 | -4 | 3 | -2.6 | 9 | 97 | 101 | 23 | -2
> CCCc1ccc(-c2cc(NC(=O)CSc3n[nH]c(N)n3)n(-c3ccccc3)n2)cc1
 : -14 | -25 | -6 | 0 | -1.8 | 4 | 46 | 60 | 14 | -2
> O=C(OCc1nc2ccccc2s1)c1cccc(S(=O)(=O)N2CCOCC2)c1
 : -14 | -4 | 8 | 0 | -0.8 | / | 97 | 97 | 2 | 1
